From PubChem BioAssay
GLD-1 TGE inh: GLD-1-TGE RNA interaction inhibition (C. elegans); AID 2280; inhibition, % at 5.96 µM; purified GLD-1 + fluorescein TGE RNA, fluorescence polarization; actives 0.44% (n = 320,000);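 active = percent inhibition above a per-plate cutoff, the plate mean of test compounds plus 3 SD, cut at about 30% in these data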;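 note: 0% = DMSO wells with GLD-1 and probe and 100% = wells lacking GLD-1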
Target sequence (Q17339 whole entry, looked up): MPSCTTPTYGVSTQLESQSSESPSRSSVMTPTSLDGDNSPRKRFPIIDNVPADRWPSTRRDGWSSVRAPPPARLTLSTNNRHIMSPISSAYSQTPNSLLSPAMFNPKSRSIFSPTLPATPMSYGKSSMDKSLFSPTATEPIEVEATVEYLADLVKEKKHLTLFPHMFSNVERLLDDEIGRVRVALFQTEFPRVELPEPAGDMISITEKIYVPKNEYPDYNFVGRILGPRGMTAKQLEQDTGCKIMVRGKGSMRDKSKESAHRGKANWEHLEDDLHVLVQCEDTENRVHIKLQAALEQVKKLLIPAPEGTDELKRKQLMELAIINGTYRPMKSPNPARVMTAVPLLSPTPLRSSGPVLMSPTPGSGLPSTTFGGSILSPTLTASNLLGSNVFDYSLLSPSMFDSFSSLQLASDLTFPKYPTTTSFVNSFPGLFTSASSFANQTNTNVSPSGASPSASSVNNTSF
pPAFAH FP inh: pPAFAH (human) enzyme inhibition. recombinant pPAFAH, FP-rhodamine probe fluorescence polarization. inhibition, % at 3.39 µM. actives 1.5% (n = 330,000). AID 463082;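 active = inhibition above the mean inhibition across the screen plus 3 SD, cut at about 25% in these data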;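 note: inhibitors block binding of the rhodamine activity-based probe so polarization drops; 0% = enzyme with DMSO and 100% = wells lacking pPAFAH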
MCL1-BIM inh: MCL1-BIM-BH3 interaction inhibition (human); Q07820; GST-MCL1 / FITC-Bim-BH3 fluorescence polarization; inhibition, % at 10.9 µM; actives 0.68% (n = 320,000); AID 2057;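 active = inhibition above the mean inhibition of all tested compounds plus 3 SD, set per campaign, cut at about 40% in these data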;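 note: 0% = DMSO wells and 100% = unlabeled Bim-BH3 peptide control; higher means more loss of mP so more displacement of Bim peptide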
Target sequence (Q07820 whole entry, looked up): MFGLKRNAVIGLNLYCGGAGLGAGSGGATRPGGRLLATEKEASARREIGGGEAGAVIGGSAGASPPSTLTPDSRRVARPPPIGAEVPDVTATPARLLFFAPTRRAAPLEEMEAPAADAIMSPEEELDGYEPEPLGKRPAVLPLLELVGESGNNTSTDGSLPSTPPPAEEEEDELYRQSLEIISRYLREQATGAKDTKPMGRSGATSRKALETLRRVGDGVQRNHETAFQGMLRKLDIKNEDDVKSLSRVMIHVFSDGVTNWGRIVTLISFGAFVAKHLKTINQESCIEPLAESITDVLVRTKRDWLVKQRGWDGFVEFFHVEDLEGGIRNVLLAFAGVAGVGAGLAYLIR
PME-1 primary: blocks human protein phosphatase methylesterase 1 | inhibition, % at 5.9 µM | actives 0.53% (n = 320,000) | recombinant PME-1, FP-Rh probe fluorescence polarization;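 active = inhibition above the campaign mean of all compounds plus 3 SD, cut at about 26% in these data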;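 note: competitive labeling of PME-1 active site by serine hydrolase directed probe; 0% = PME-1 with DMSO and 100% = wells lacking PME-1 enzyme; inhibitors block probe labeling so polarization falls and inhibition rises; many of its hits are not listed in these tables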
PAFAH1B2 FP inh: inhibitors of human PAFAH1B2 | P68402 | recombinant PAFAH1B2, FP-rhodamine activity probe, fluorescence polarization | inhibition, % at 3.39 µM | actives 1.2% (n = 340,000);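 active = inhibition above the mean of all tested compounds plus 3 SD, cut at about 24% in these data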;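 note: 0% = enzyme with DMSO and 100% = wells lacking PAFAH1B2; many of its hits are not listed in these tables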
BCLXL inh: Bcl-xL (human) inhibition; Q07817; GST-Bcl-xL / FITC-Bim BH3 peptide fluorescence polarization; inhibition, % at 10.9 µM; actives 0.7% (n = 320,000);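 active = inhibition above the mean of all tested compounds plus 3 SD, cutoff set per campaign, cut at about 30% in these data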;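 note: 0% = DMSO wells and 100% = unlabeled Bim-BH3 peptide competitor; inhibitors lower millipolarization by displacing the labeled peptide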
Target sequence (Q07817 whole entry, looked up): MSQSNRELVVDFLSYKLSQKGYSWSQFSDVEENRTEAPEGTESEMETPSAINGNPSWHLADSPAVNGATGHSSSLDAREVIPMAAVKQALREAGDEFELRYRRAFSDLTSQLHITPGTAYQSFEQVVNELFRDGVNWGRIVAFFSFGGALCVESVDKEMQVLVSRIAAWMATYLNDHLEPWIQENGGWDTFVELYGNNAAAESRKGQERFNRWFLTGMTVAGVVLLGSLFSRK
AHR act: activators of human aryl hydrocarbon receptor | P35869 | AHR-responsive luciferase reporter cells, luminescence | activation, % at 5 µM | actives 2.5% (n = 320,000) | AID 2796; in the data active = activation above about 47%;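 note: 0% = vehicle wells and 100% = reference agonist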
Fam108B inh: counter-screen for RBBP9 inhibitors: inhibitors of mouse Fam108B; recombinant Fam108B, FP-Rh probe fluorescence polarization; inhibition, % at 9.51 µM; actives 0.33% (n = 300,000); AID 1947;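 active = inhibition above the screen mean inhibition plus 3 SD, computed separately per campaign, cut at about 18% in these data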;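 note: inhibitors lower polarization as less probe binds the enzyme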
MEX-5 binding: C. elegans MEX-5 TCR-2 RNA binding activity; Q9XUB2; MEX-5/FITC-TCR2 RNA binding, fluorescence polarization; active compounds read low; activity score (negative = inhibition of binding), % at 10 µM; actives 0.38% (n = 300,000);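 active = inhibition past about -25% in most replicates, and total fluorescence under double the plate's negative control median, limit read from the data; inconclusive = replicates evenly split on the limit, or fluorescence at least double controls; inactive = too little inhibition in most replicates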;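 note: 0% = DMSO and -100% = 5 µM competing unlabeled TCR2 RNA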
An asterisk follows results filed as active; ? = inconclusive; . = not tested or not shown.

SMILES	GLD-1 TGE inh	pPAFAH FP inh	MCL1-BIM inh	PME-1 primary	PAFAH1B2 FP inh	BCLXL inh	AHR act	Fam108B inh	MEX-5 binding
Nc1nc2c(Cl)cc(Cl)cc2s1	-1.8	0.5	3.4	-1.6	-2.0	-1.6	8.0	2.7	-0.8
Cc1cccc(NC(=O)c2cccc(C(=O)Nc3cccc(C)n3)c2)n1	-1.6	-3.9	9.5	-0.3	1.9	4.8	49.8*	-3.1	-1.1
Cc1ccc(-c2nnnn2C2C/C(=N\NC(N)=S)C3OCC2O3)cc1 (stereo not given)	5.7	1.9	3.0	0.9	4.9	1.1	4.7	-3.3	-4.4
COCCn1cnc2c1c(=O)n(Cc1ccccc1C#N)c(=O)n2Cc1ccccc1	5.5	5.0	-4.2	12.9	-2.6	-1.5	1.4	-2.0	0.5
O=C(Nc1ccc(Nc2ccccc2)cc1)c1cc([N+](=O)[O-])ccc1Cl	-1.8	6.0	6.6	13.0	-2.8	1.3	-4.9	10.2	-0.3
O=c1[nH]c2ccccc2c(O)c1-c1ccccc1	-1.3	3.2	-5.1	-2.9	8.0	-1.3	-0.5	0.0	-0.3
O=C1CCC(C(=O)N2CCCC(C(=O)c3ccc4ccccc4c3)C2)=NN1 (stereo not given)	2.4	-5.3	9.2	-5.6	-0.1	3.7	6.3	0.8	3.9
O=C(/C=C/Nc1ccc(Cc2ccc(N/C=C/C(=O)C(F)(F)F)cc2)cc1)C(F)(F)F	-3.2	7.4	-18.4	0.6	4.7	-6.9	21.1	-5.0	-0.8
CCOC(=O)N1CCN(C(=O)CN(c2cc(C(F)(F)F)ccc2Cl)S(C)(=O)=O)CC1	7.2	8.9	4.1	17.4	-2.5	7.1	-0.7	1.1	-2.0
CSc1c(-c2ccccn2)c(N)nn1C(=O)C1CC1	7.5	3.0	3.9	3.6	2.2	6.3	7.3	-2.5	1.5
C=CCN1C(=O)C(CC(=O)O)SC1=Nc1ccc(C(=O)O)cc1 (stereo not given)	2.6	-0.6	-1.9	-0.3	2.4	-0.1	-0.1	-1.1	0.7
O=C1Nc2ccccc2C(=O)N2[C@H](c3cccc(Br)c3)[C@@H]3C(=O)N(Cc4ccccc4)C(=O)[C@@H]3[C@H]12	10.2	0.3	-0.9	6.0	5.2	3.7	12.9	-1.4	-0.7
Cc1ccc(C)c2[nH]c(=O)c(CN(Cc3ccco3)C(=O)Nc3ccccc3)cc12	9.0	2.0	-1.3	-4.6	-0.9	2.6	9.2	-2.9	0.6
CCc1ccc(NC(=O)Nn2cnnc2)cc1	-2.6	-4.8	4.7	-2.2	0.8	5.4	9.1	8.6	1.8
CC1CN(C(=O)CCC(=O)NCCCN2C(C)CCCC2C)c2ccccc2O1 (stereo not given)	2.4	-0.1	4.5	0.1	1.3	3.1	0.8	2.3	-1.2
O=C(NCCC1=CCCCC1)C1COc2ccccc2O1 (stereo not given)	2.6	2.6	-4.4	-0.5	4.4	3.2	2.3	4.7	.
O=C(OCc1ccccc1F)c1cnc(Cl)c(Cl)c1	-1.6	3.9	-0.7	6.6	5.3	1.1	0.8	-2.9	-0.2
CC(=O)N1CCC(C(=O)N2CCN(S(=O)(=O)c3ccc(F)cc3)CC2)CC1	-5.2	1.3	-1.2	7.3	4.2	-1.2	1.2	-0.7	-0.2
CCCNS(=O)(=O)c1cccc(C(=O)NC2CCCc3ccccc32)c1 (stereo not given)	2.2	5.2	3.4	-4.9	1.0	1.5	0.1	-2.5	-2.0
CCOC(=O)CSc1n[nH]c(=O)n1CCc1ccccc1	13.9	-1.4	13.2	0.6	-0.2	7.9	-1.0	0.9	1.1
O=C(NC1CC1)C1=C[C@H](c2ccccc2)C[C@H](OCc2ccc(CO)cc2)O1	0.1	6.6	0.0	3.1	-0.7	3.1	-4.0	-3.9	-0.3
O=C(NN=C1CCCCCC1)c1cc2ccccc2cc1O	-22.1	57.7*	-24.5	16.9	5.9	-6.5	3.3	1.7	0.7
CN(Cc1nc2ccccc2[nH]1)Cc1nc(CC2CC2)no1	-0.5	0.9	0.6	-4.1	-1.2	0.2	4.5	2.3	0.8
COc1cc(C(=S)N2CCOCC2)ccc1OC(=O)c1cccc(C)c1	5.6	1.8	10.7	-0.8	1.3	3.4	2.1	2.6	-1.8
Cc1ccc(N=Cc2ccc(N(C)C)cc2)cc1C	1.2	-1.2	5.5	-5.0	1.2	9.9	10.7	0.3	-0.7
CC1CCN(CCCNC(=O)c2cn(C)c3ccc(S(=O)(=O)N4CCCC4)cc3c2=O)CC1	3.5	4.0	6.5	-3.0	0.1	4.2	-0.7	3.4	-0.1
COc1cc2ncnc(NCc3cc(F)ccc3F)c2cc1OC	4.2	4.6	4.8	-0.8	0.3	5.5	17.2	6.2	0.1
Cc1ccc(S(=O)(=O)N2CCOCC2)cc1NC(=O)COc1ccc(-c2nnco2)cc1	1.9	6.7	-3.2	2.8	5.1	-12.8	1.6	1.6	1.5
Clc1ccc(OCc2noc(-c3ccsc3)n2)c(Cl)c1	6.8	12.9	0.9	2.8	6.7	4.3	2.0	2.0	-1.6
O=C(Nc1ccc(N2CCOCC2)cc1)c1ccc(Cl)c(S(=O)(=O)N2CCCCC2)c1	3.5	0.0	8.0	3.3	2.9	5.8	-0.2	.	.
CC(=O)Nc1ccc(NS(=O)(=O)c2cccc3nonc23)cc1	14.7	-2.5	-1.5	-8.8	5.2	2.4	-0.6	3.6	-0.5
C=CCNC(=O)c1cc2sccc2n1C	-6.7	0.1	2.0	-3.0	-1.1	-2.9	-1.3	-1.5	-2.0
O=C(Cn1nc(-c2ccccc2)c2ccccc2c1=O)Nc1ccc2c(c1)nc1n2CCOC1	0.2	4.1	5.6	-5.0	-1.1	2.8	7.6	-2.5	2.7
CCN(CC)S(=O)(=O)c1ccc(/C=C/C(=O)OCC(=O)c2c(N)n(C)c(=O)n(C)c2=O)cc1	4.3	1.6	-5.8	-2.5	2.6	-2.6	1.8	0.0	-1.3
O=C(Nc1ccc2c(c1)OCO2)c1cccc2c1C(=O)N(C1CCCCC1)C2	-1.2	2.1	4.3	1.2	.	5.4	9.9	3.7	0.8
CCOC(=O)C1CCN(C(=O)c2cc(S(=O)(=O)N(C)C)ccc2N2CCCC2)CC1	6.6	-4.2	-0.1	6.3	-3.1	2.4	-1.5	-1.0	4.6
Cc1ccc[n+](CC(=O)Nc2ccc(C)c(C)c2)c1	0.8	-0.7	-4.6	-4.5	0.3	2.1	5.5	-5.2	2.7
Cc1ccc(CSCc2ccc(C(=O)NC3CCCC3)o2)cc1	-0.2	7.8	3.7	6.1	6.2	2.4	2.0	0.8	2.1
COc1ccccc1/C=N/OCc1ccc(C#N)cc1	-6.5	4.1	1.2	3.5	6.7	0.4	-3.3	-1.1	0.1
CN(C)S(=O)(=O)c1cccc(NC(=O)COc2ccc(S(=O)(=O)N3CCOCC3)cc2Cl)c1	8.2	2.8	.	.	6.2	.	-1.6	.	.
COc1cc(-c2noc(C)c2C(=O)NCCc2ccccc2)cc(OC)c1OC	-0.7	4.1	.	.	2.1	.	6.0	.	.
CCOC(=O)CSCC(=O)N1CCC(Cc2ccccc2)CC1	3.4	0.7	-2.5	-6.4	3.8	0.3	0.5	-1.0	1.3
CCCCN1CC2=C(C1=O)C(c1ccc(O)cc1)NC(=O)N2C (stereo not given)	2.5	4.9	-1.6	3.5	3.9	1.7	0.4	2.2	-0.3
COc1cccc(NC(=O)CN(C)C(=O)c2cccc(S(=O)(=O)Nc3ccccc3OC)c2)c1	1.2	3.6	1.9	9.4	-0.5	2.5	-0.7	.	.
O=C(CSc1nnc(-c2ccccc2)o1)OCc1ccccc1	-0.9	4.2	-0.2	-2.1	3.8	4.7	-2.3	-0.1	2.0
Cc1cccc(C(=O)N2CCN(c3ccc([N+](=O)[O-])c(NCc4ccco4)c3)CC2)c1	1.0	4.2	-1.3	2.1	-0.9	1.7	7.4	2.0	-1.0
COc1ccc2cc(C(=O)C3CCCN(C(=O)c4cccnc4)C3)ccc2c1 (stereo not given)	12.4	5.0	1.5	-3.4	7.1	4.6	18.1	0.0	-2.6
Cc1nc(-c2ccc(Cl)cc2)sc1C1(C)CC(c2ccc(F)cc2)=NO1 (stereo not given)	6.5	1.0	4.6	-1.2	1.8	3.5	3.9	2.5	0.6
CN(Cc1cccc(F)c1)C(=O)c1ccc(NS(=O)(=O)c2ccc3[nH]c(=O)[nH]c3c2)cc1	3.4	-4.7	-2.9	-0.4	8.4	1.5	2.9	1.8	0.3
CCOC(=O)N1CCC(N2C(=O)c3ccccc3C2Nc2cc(OC)c(OC)c(OC)c2)CC1 (stereo not given)	3.6	3.7	2.5	12.2	2.3	1.6	-0.2	2.5	0.1

Results in AHR act, MEX-5 binding and BCLXL inh, for two of the compounds above:
| smiles | AHR act | MEX-5 binding | BCLXL inh |
| --- | --- | --- | --- |
| COc1cc(-c2noc(C)c2C(=O)NCCc2ccccc2)cc(OC)c1OC | 6.0 | . | . |
| CCOC(=O)CSCC(=O)N1CCC(Cc2ccccc2)CC1 | 0.5 | 1.3 | 0.3 |

(listing goes on)
SMILES	GLD-1 TGE inh	pPAFAH FP inh	MCL1-BIM inh	PME-1 primary	PAFAH1B2 FP inh	BCLXL inh	AHR act	Fam108B inh	MEX-5 binding
COc1ccc(C(=O)NC2CCCCC2)cc1OC1CCN(C(C)C)CC1	9.8	-0.1	7.5	5.1	1.9	3.8	-0.3	0.5	-0.7
O=C(O)CN1C(=O)CC(Cc2ccccc2)C1=O (stereo not given)	10.4	-1.0	6.5	0.5	2.9	3.5	-2.9	-1.9	-2.0
CCCCN1CC[C@H]2C=CC[C@@H](C(=O)N3CCOCC3)[C@H]2C1=O	-5.1	2.7	-1.4	-0.5	1.7	1.9	0.5	1.9	2.5
Cc1ccc2[nH]c(=O)c(NC(N)=S)nc2c1	-6.7	7.0	10.5	2.5	2.9	11.2	13.6	-5.1	-2.2
COC(=O)c1ccccc1NC(=O)c1ccc(NS(C)(=O)=O)cc1	2.2	7.4	1.2	-1.6	0.4	3.9	-2.7	-0.4	0.5
Cc1cc(Cl)ccc1NC(=S)Nc1cccnc1	2.1	3.6	4.9	0.7	4.5	5.9	0.6	-3.6	-1.7
CC(C)CC[n+]1ccn(-c2nc3ccccc3nc2[N-]S(=O)(=O)c2ccccc2)c1	4.2	1.9	2.3	0.9	4.4	5.0	2.5	1.6	2.1
CCNc1nc2c(c(=O)n(C)c(=O)n2C)n1CCCc1ccccc1	4.9	8.6	6.0	1.5	4.9	6.1	0.1	5.5	2.0
COc1ccc(C2=Nn3c(nnc3-c3ccccc3)SC2)cc1OC	4.8	2.1	5.5	3.2	6.3	4.6	9.0	4.3	2.0
O=C(N=C1SC2CS(=O)(=O)CC2N1c1ccccc1)C1CC1 (stereo not given)	2.2	-0.2	-6.0	-1.0	2.1	0.9	2.3	4.1	?
Cc1cc(-c2nnc(SCC(=O)Nc3cccc(C)c3C)n2N)n[nH]1	-1.4	0.7	5.2	-1.6	6.2	3.1	0.6	-5.6	1.6
CN(CC(=O)Nc1ccc(C(N)=O)cc1)CC(=O)Nc1ccccc1Br	-2.1	58.8*	-10.2	-1.4	-1.6	-3.2	0.6	-3.1	.
Cc1ccc(C(=O)N2CCN(S(=O)(=O)c3ccc(Br)cc3)CC2)o1	2.3	0.9	-19.6	-1.6	19.3	-4.8	-0.4	-3.1	0.0
COc1ccc2oc(=N)c(C(=O)Nc3ccccc3Cl)cc2c1	5.5	-4.9	-1.0	-3.5	4.3	7.8	3.0	-5.5	1.3

Not all compounds are listed, so the mix of outcomes need not match the whole.
